Source: PubChem
HTR2A ag = mouse HTR2A agonism via beta-arrestin recruitment; CHO-K1 mHTR2A beta-arrestin complementation, luminescence; percent of 30 µM serotonin response; activation, % at 7.6 µM; 360,000 compounds, 0.66% hits; AID 624169;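 active means activation above a run cutoff, the mean activation of all tested compounds plus 3 SD, cut at about 14% in these data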;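 further: 0% = plate median of compound wells and 100% = 30 µM serotonin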
Target sequence (P35363 whole entry, looked up): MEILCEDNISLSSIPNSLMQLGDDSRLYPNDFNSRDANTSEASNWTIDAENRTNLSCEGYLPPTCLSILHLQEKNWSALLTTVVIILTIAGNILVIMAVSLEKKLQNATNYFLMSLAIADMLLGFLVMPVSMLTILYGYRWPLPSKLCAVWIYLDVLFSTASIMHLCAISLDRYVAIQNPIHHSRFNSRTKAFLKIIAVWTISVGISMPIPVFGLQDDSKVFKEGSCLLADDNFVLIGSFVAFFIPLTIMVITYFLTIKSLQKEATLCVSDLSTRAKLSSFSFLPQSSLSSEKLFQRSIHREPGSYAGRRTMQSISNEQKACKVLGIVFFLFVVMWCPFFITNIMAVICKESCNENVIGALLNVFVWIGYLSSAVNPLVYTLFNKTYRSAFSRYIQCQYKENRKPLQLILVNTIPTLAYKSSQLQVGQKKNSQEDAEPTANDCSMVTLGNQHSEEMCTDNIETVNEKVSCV
H9c2 protect = myocardial damage modulation in H9c2 cells; AID 588492; 360,000 compounds, 0.63% hits; H9c2 cardiomyocytes, H2O2 injury protection, ATPLite, 2 h; protection from H2O2 cell death, % at 20 µM;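 active means compounds giving at least 50% protection of heart cells from peroxide-induced death in the single-dose screen, raw or plate-pattern-corrected value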;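 further: 0% = DMSO wells with peroxide and 100% = DMSO wells without peroxide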
Vif inh = inhibitors of HIV Vif. HEK293T cells, Vif self-association by quenched fluorescence, imaging, 24 h. inhibition, % at 7.49 µM. 340,000 compounds, 0.35% hits. AID 602346; in the data active means inhibition above about 50%, passing the limit was not always enough; inconclusive means no clear call, values can overlap the other calls; inactive means below about 31%; further: some results filed as inactive read as strong as hits
iPSC survival up = hiPSC single-cell survival enhancement; ATPlite luminescence; 100% = ROCK inhibitor wells, 0% = DMSO; 360,000 compounds, 0.044% hits; AID 602274; survival enhancement, % at 20 µM; in the data active means survival enhancement above about 18%;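 further: cells exposed to compounds for 16 hours before the ATP read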
PDI inh = PDI (human) enzyme inhibition; P07237; PDI insulin aggregation turbidity, A650, 90 min; inhibition, % at 10 µM; 350,000 compounds, 0.052% hits;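 active means mean inhibition across replicates of 30% or more, whatever share of single replicates reach that level; inconclusive means mean inhibition below 30% while every single replicate reaches 30%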;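 further: absorbance from insulin aggregation driven by PDI reduction with DTT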
Target sequence (P07237 whole entry, looked up): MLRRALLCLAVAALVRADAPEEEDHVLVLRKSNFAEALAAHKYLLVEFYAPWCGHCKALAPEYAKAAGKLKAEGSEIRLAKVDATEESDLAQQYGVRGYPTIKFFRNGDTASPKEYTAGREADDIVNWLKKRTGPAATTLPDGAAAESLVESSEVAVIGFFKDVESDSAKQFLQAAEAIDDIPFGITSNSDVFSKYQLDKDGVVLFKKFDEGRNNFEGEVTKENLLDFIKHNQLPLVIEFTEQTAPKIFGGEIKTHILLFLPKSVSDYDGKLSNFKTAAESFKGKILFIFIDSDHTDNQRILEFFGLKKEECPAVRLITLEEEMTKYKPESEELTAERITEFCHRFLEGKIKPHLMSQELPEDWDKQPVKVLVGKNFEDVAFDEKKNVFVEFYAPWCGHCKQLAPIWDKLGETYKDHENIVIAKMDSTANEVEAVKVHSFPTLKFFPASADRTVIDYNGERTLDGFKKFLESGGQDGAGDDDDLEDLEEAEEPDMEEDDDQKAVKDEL
Glyco luc inh = N-linked glycosylation inhibition; D54 ERlucT glycosylation luciferase reporter, 24 h; percent of 100 nM tunicamycin response; reporter increase, % at 12.5 µM; 360,000 compounds, 0.23% hits;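 active means mean luciferase reporter signal, scaled so untreated is 0 and the glycosylation-blocking control 100, at or above a set limit in every replicate; inconclusive means mean reaches the limit but not every replicate does; inactive means mean below the limit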;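 further: luciferase carries N-glycosylation sites so blocking glycosylation raises the light; 0% = median of neutral control wells and 100% = median of 100 nM tunicamycin wells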
aDG glyco act = alpha-DG glycosylation activation | Pro5-aDG cells, alpha-DG glycosylation AlphaScreen (IIH6); 0% Pro5, 100% B10-LARGE cell signal | activation, % at 10 µM | 360,000 compounds, 0.22% hits | AID 624168;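 active means activation of at least 8% versus controls, or a plate z-score of at least 8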;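 further: Pro5 are CHO cells carrying HIG-tagged alpha-DG that lacks glycosylation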
Granule exo inh = lytic granule exocytosis inhibition; AID 651702; 360,000 compounds, 0.66% hits; inhibition, % at 10 µM; TALL-104 LAMP-1 surface exposure, flow cytometry; cells stimulated with thapsigargin and PMA;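 active means inhibition above about 55%, limit read from the data; inconclusive means no clear call, values can overlap the other calls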
ABCB6 inh 2 = blocks the human ABCB6 transporter | Q9NP58 | K562-ABCB6 porphyrin accumulation, flow cytometry, 1 h; hits give low values | fluorescence ratio to DMSO, % at 10 µM | 360,000 compounds, 0.19% hits | AID 602162;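 active means fluorescence ratio to DMSO below 75%, the collection mean minus 3 SD; inconclusive means too few cells collected in the well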;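 further: signal is porphyrin accumulated inside mitochondria; 100% equals median channel fluorescence of DMSO control wells; lower ratio means ABCB6 inhibition with less porphyrin fluorescence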
CaV13 FRET inh = Disruptors of the CACNA1D IQ motif to Ca2+-dependent inactivation inhibitor domain association, primary screening, Förster resonance energy transfer in intact living …; 340,000 compounds, 0.098% hits; inhibition, % at 12.3 µM; AID 743397; HEK cells, CFP/YFP FRET ICDI-IQ, plate reader, 10 min; percent FRET-ratio fall versus neutral wells;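 active means mean replicate inhibition of at least 30% and at least 1% of replicates passing that level; inconclusive means only one of the two criteria is met; inactive means neither criterion is met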;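 further: 0% = median of the neutral control wells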
Numbers without * were called inactive; ? = inconclusive; · = not tested or not shown.

SMILES	HTR2A ag	H9c2 protect	Vif inh	iPSC survival up	PDI inh	Glyco luc inh	aDG glyco act	Granule exo inh	ABCB6 inh 2	CaV13 FRET inh
O=C(c1ccc(Cl)s1)N1CCN(c2nc3ccccc3s2)CC1	1	-7	-2	-1.1	5	2	0.1	-7	99	-6
COc1ccc(N2CCN(CNC(=O)c3ccccc3)CC2)cc1	6	11	6	-0.3	-3	1	-0.1	4	97	-5
Cc1onc(-c2ccccc2Cl)c1C(=O)Nc1ccc(-c2nnc3n2CCCCC3)cc1	-1	19	·	1.5	5	0	0.2	3	96	-4
COCCN(C(=O)COC(=O)C12CC3CC(CC(C3)C1)C2)c1c(N)n(Cc2ccccc2)c(=O)[nH]c1=O	0	5	-3	0.4	1	-3	0.1	2	100	-5
CCOC(=O)N1CCN(S(=O)(=O)N2CCCC(C(=O)NCCc3ccc(OC)c(OC)c3)C2)CC1 (stereo unspecified)	-1	-1	-5	-0.4	0	2	0.1	-16	102	-6
CCOC(=O)Cn1c(C)cc(COC)c(C#N)c1=O	4	6	-5	0.1	1	-1	0.1	2	100	-7
OCCNc1nc(Nc2ccccc2OC(F)(F)F)nc(N2CCCC2)n1	-1	-4	17	1.1	-5	6	0.2	6	91	-5
NC(=O)CC(NC(=O)Cc1ccc(Cl)cc1)c1ccc(NCCc2ccccc2F)c([N+](=O)[O-])c1 (stereo unspecified)	-3	-4	-3	-0.5	2	0	0.0	-4	100	-6
O=Cc1c(N2CCOCC2)nc2ccccn2c1=O	3	-2	7	-0.6	-2	1	-0.1	0	104	-5
O=C(CCc1nc(-c2ccccc2F)no1)Nc1cccnc1	0	2	-7	0.8	3	0	-0.2	1	101	·
O=C(O)c1ccc2c(=O)n3c(nc2c1)/C(=C/c1ccc(Cl)c(Cl)c1)CC3	-3	6	-3	-0.2	4	3	-0.2	-1	99	-19
CCOc1ccc(C(=O)Nc2ccc(CN3CCOCC3)cc2)cc1Cl	-1	2	-1	0.7	-9	-2	0.2	27	97	12
Cn1cccc1C(=O)OCC(=O)Nc1ccc2c(c1)OCCO2	3	-16	1	-2.0	4	-14	0.1	-3	93	-7
CCCCCCn1c(=O)c(Cc2ccccc2)c(O)c2ccccc21	1	-4	3	-1.5	-10	0	-0.1	1	86	-3
O=C(CN1CCCC1)Nc1c2c(cc3c1CCC3)CCC2	3	-2	0	-0.4	5	1	0.1	-1	100	-3
Cc1c(CCC(=O)O)c(=O)oc2c(C)c3occ(-c4ccc(Cl)cc4)c3cc12	4	5	0	0.1	-5	0	0.0	29	89	-14
O=c1c2ccccc2nc(-c2ccco2)n1Cc1ccccc1	0	-2	1	-1.0	10	-2	-0.3	-1	104	-11
Cc1ccc2c(c1)c1c(n2CC(O)Cn2c(C)nc3ccccc32)C(=O)CCC1 (stereo unspecified)	-4	26	·	-3.2	-1	-1	0.0	-1	98	-7
CCOC(=O)c1ccccc1NC(=O)COC(=O)C(CC)Oc1ccccc1 (stereo unspecified)	3	-13	8	0.3	5	1	0.1	2	94	-10
COc1ccc([C@H]2CC(=O)C=C(c3ccccc3)C2)cc1OC	7	-3	22	0.7	-1	-3	-0.2	-2	102	-12
C#CCOCCOCCOCCNc1nc(N2CCN(C(=O)[C@H](CC(N)=O)n3cc(C(N)[C@@H](C)CC)nn3)CC2)nc(N2CCN(C(=O)[C@H](CCC(=O)O)n3cc([C@@H](N)CCCCN)nn3)CC2)n1 (stereo partly specified)	1	2	3	-2.8	0	1	0.0	-2	102	-11
C(=C\c1sc(Nc2ccccc2)n[n+]1-c1ccccc1)/c1ccccc1	0	-23	-1	-1.9	-3	-1	0.6	-5	104	-5
COc1ccc(C2NC(=O)c3ccccc3O2)cc1OC (stereo unspecified)	7	-13	·	-0.5	-4	2	0.1	-4	96	·
C=CCn1c(SCC(=O)N2CCOCC2)nc2sc3c(c2c1=O)CCCC3	-4	2	-20	1.1	7	2	-0.1	-1	107	·
Cc1ccc(S(=O)(=O)NCC(=O)OCc2csc(CC(=O)Nc3ccccc3C)n2)cc1C	-2	2	-1	6.5	2	0	-0.2	19	106	-21
COc1cc2c(cc1OC)C(C)N(CC(=O)Nc1ccc(C)c(S(=O)(=O)N3CCOCC3)c1)CC2 (stereo unspecified)	8	-7	-4	-0.6	-2	-1	1.4	-1	93	-7
Cc1ccc(/C=N/n2c(-c3ccccc3)n[nH]c2=S)cc1	3	-2	1	-0.7	0	0	0.0	0	98	-5
CS(=O)(=O)N(Cc1cccc(CN(C(C(=O)O)c2ccccc2)S(C)(=O)=O)c1)C(C(=O)O)c1ccccc1 (stereo unspecified)	1	16	-3	0.1	-11	5	-0.5	0	103	-8
O=C(CCCc1nc2ccccc2s1)Nc1ccc(N2CCOCC2)cc1	-4	4	2	-0.8	-2	-1	0.0	-4	96	-4
Cn1c(=O)[nH]c(N)c(Br)c1=O	-2	5	4	6.1	2	2	0.3	3	102	-6

A run of entries from the list above, as a working copy:
SMILES	HTR2A ag	H9c2 protect	Vif inh	iPSC survival up	PDI inh	Glyco luc inh	aDG glyco act	Granule exo inh	ABCB6 inh 2	CaV13 FRET inh
O=C(CCCc1nc2ccccc2s1)Nc1ccc(N2CCOCC2)cc1	-4	4	2	-0.8	-2	-1	0.0	-4	96	-4
Cn1c(=O)[nH]c(N)c(Br)c1=O	-2	5	4	6.1	2	2	0.3	3	102	-6

The list continues:
SMILES	HTR2A ag	H9c2 protect	Vif inh	iPSC survival up	PDI inh	Glyco luc inh	aDG glyco act	Granule exo inh	ABCB6 inh 2	CaV13 FRET inh
Cc1ccc(S(=O)(=O)NCC(=O)OCC(=O)NCCc2ccccc2)cc1	-4	-5	-2	0.0	1	2	0.2	3	101	-6
C=CCOC1=CS(=O)(=O)N(Cc2ccc(Br)cc2)c2ccc(Br)cc21	-7	-15	-8	0.0	-4	-6	0.2	2	91	-5
COc1ccc2oc(C(=O)OCc3c(C)noc3C)c(C)c2c1	2	-8	-1	9.5	7	-2	1.0	-1	96	-9
CCCOc1ccc(/C(O)=C2/C(=O)C(=O)N(CCN(C)C)C2c2ccc(O)c(OC)c2)cc1 (stereo unspecified)	4	12	-9	0.7	-2	3	-0.1	-1	96	·
Cn1ccnc1COc1ccc(C=O)cc1	2	0	0	-0.6	-1	2	0.1	0	96	-2
CN(C)S(=O)(=O)Oc1ccc(C(=O)Nc2ccc([N+](=O)[O-])cc2)cc1	2	3	-11	0.0	-4	-2	0.3	15	98	-1
C=CCNC(=O)C1CC1(c1cccc(C)c1)c1cccc(C)c1 (stereo unspecified)	2	-8	-6	-0.8	7	-1	0.0	2	107	-21
COCCNc1ncnc2c1ncn2[C@H]1CN(Cc2ccc(-c3ccccc3)cc2)C[C@@H](CO)O1	4	-14	-20	-2.2	8	-3	1.1	2	90	-7
CN(Cc1cc2cc(F)ccc2[nH]1)Cc1nc(-c2cnccn2)no1	1	9	-2	-0.2	-8	1	0.3	-2	96	-6
O=C(CCCC(=O)N1CCN(c2ccccc2F)CC1)N1CCN(c2ccccc2F)CC1	-1	4	-2	1.6	0	0	0.5	-4	100	-5
CC(=O)c1cccc(NC(=O)c2cc(=O)c3ccccc3o2)c1	5	32	?	1.8	12	2	0.3	-3	92	-20
O=C(NC(=O)N1CCOCC1)c1ccccc1	-1	10	8	-1.0	4	2	-0.4	-8	102	-5
CC(C(=O)Nc1sccc1C(N)=O)N1C(=O)C2CC=CCC2C1=O (stereo unspecified)	5	-1	4	1.7	10	2	0.9	2	95	-5
CCN(CC)S(=O)(=O)c1cccc2cccnc12	-5	0	6	1.7	-1	0	0.1	-1	105	-4
Cn1c(-c2ccc(Cl)nc2)nc2ccccc21	0	-2	·	0.2	-7	1	-0.1	2	101	-21
C=CCn1c(CCNC(=O)c2cccs2)nnc1SCC(=O)c1cccc([N+](=O)[O-])c1	10	-2	-2	0.8	5	-1	0.1	-1	96	·
N#CC1c2ccccc2C=CN1C(=O)N(c1ccccc1)c1ccccc1 (stereo unspecified)	-1	-12	12	1.0	5	5	0.3	-1	98	-17
COc1ccc(C(=O)NNC(=O)CCc2nc3ccccc3c(=O)[nH]2)cc1	-3	64*	-2	0.3	-9	-1	-0.2	1	102	-6
CC1(C)NC(=O)N(CCOc2ccc3c(c2)CCC3)C1=O	-3	-3	·	-1.5	3	1	0.0	-4	95	-9
CSc1nc2c(c(=O)n1-c1ccccc1)SCC2	-1	-1	-3	-1.7	3	0	0.1	-2	104	-8
CCOc1ccccc1N1CC(C(=O)Nc2cc(Cl)ccc2-n2cncn2)CC1=O (stereo unspecified)	-1	4	2	0.3	-5	4	-0.2	1	101	-2
CC(=O)Nc1ccnn1C1CCN(C(=O)c2cccc(C)c2C)CC1	-2	4	12	-0.2	2	1	-0.1	-7	98	-3
Cc1cc(C(=O)Nc2nc(C)c(C(=O)N(C)C)s2)ccc1[N+](=O)[O-]	3	-3	-1	5.2	-23	-16	0.1	-3	89	-19
Cn1c(SCC(=O)O)nnc1-c1cccc(NC(=O)c2cccc3ccccc23)c1	2	-3	0	-0.7	-12	2	-0.1	-2	92	-2
COc1cc(NC(=O)c2cc(C)on2)cc(OC)c1OC	-1	5	-3	3.1	3	0	-0.2	1	102	-4
CCCNS(=O)(=O)c1ccc(OCC(=O)NCCC2=CCCCC2)cc1	4	5	6	-1.9	16	-3	9.1*	-2	86	-7
CN(C)c1ccnc(Oc2ccccc2)c1C#N	-2	0	14	-0.9	-3	1	0.0	-1	100	-5
c1ccc(Cn2nnc3c(NCC4CC4)ncnc32)cc1	2	10	·	-1.1	-4	-2	-0.2	6	94	-6
Cc1cccn2c(=O)c3cc(C(=O)N4CC(C)CC(C)C4)sc3nc12 (stereo unspecified)	-4	8	-3	-0.4	8	1	0.0	10	102	-4
O=C(Nc1ccccc1[N+](=O)[O-])c1cccnc1Cl	-1	2	4	4.6	-1	-1	0.1	-3	96	-4
O=C(CCC(=O)N1CCN(c2ccccn2)CC1)c1cccs1	1	-1	8	2.0	11	-1	0.8	-10	100	-6
Cn1cc(CNC(=O)C23CC4CC(CC(C4)C2)C3)cn1	4	9	1	3.8	-1	2	-0.2	2	90	-4
O=C(CCCCn1ccc(=O)[nH]c1=O)Nc1ccc(C(=O)O)c(O)c1	-3	1	8	-2.3	-2	2	0.1	-11	97	-4
Cc1ccc(NC(=O)CSC2=C(C#N)C(c3ccc4c(c3)OCO4)CC(=O)N2)cc1C (stereo unspecified)	2	-7	-4	1.5	-6	1	0.1	0	139	-8
Cc1ccc2nc3c(cc2c1)c(NS(=O)(=O)c1ccccc1)nn3CC(C)C	4	-8	5	7.1	10	-1	-0.5	3	102	·
Cc1ccc(C)c(NC(=O)CN(C)C(=O)c2ccc(COc3ccccc3)cc2)c1	0	-10	-13	0.5	4	-3	-0.1	13	104	0
CCc1ccc(-c2cn3nc(C)c(C)nc3n2)cc1	2	-13	9	-3.6	0	-22	0.1	-2	106	-4
CCOC(=O)COc1c(Br)cc(C2NC(=O)NC(C)=C2C(C)=O)cc1OC (stereo unspecified)	-1	11	2	-2.4	-4	0	-0.1	2	96	-6
CC(=O)c1cc(F)c(N2CCOCC2)cc1C	-3	-5	-4	-0.2	11	1	0.1	1	99	-6
